SKKanGAS inh: inhibitors of SKKanGAS S. pyogenes growth in kanamycin (SK-promoter or general growth effect); inhibition, % at 7.5 µM; AID 1662; BacTiter-Glo, 6 h; 1.3% of 300,000 active;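 active = mean replicate score, as percent of positive control median, at least 50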;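 note: strain carries kanamycin resistance gene driven by streptokinase promoter and grows in 40 µg/ml kanamycin; loss of luminescence reflects streptokinase promoter inhibition or plain growth inhibition; 0% = median of DMSO wells and 100% = positive control at its reference dose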
HSP90 inh: inhibitors of HSP90 luciferase refolding in rabbit reticulocyte lysate; luciferase refolding luminescence, 3 h; inhibition, % at 5.6 µM; 0.91% of 290,000 active; AID 1789;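 active = inhibition above the screen-wide mean plus 3 SD, computed separately per campaign, cut at about 16% in these data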;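 note: 0% = DMSO wells and 100% = 60 µM geldanamycin wells; inhibitors lower the luminescence because luciferase stays unfolded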
aSyn UTR inh: MLPCN primary screen, SNCA 5' untranslated region | alpha-synuclein 5'UTR reporter, inhibitor activity | 0.82% of 300,000 active | inhibition, % (tested at 7.5 µM); in the data active = inhibition above about 60%;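 note: H4 neuroglioblastoma cells stably carrying SNCA 5'UTR luciferase fusion; 0% = DMSO wells and 100% = positive control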
Platelet DG rel: modulates dense granule release in human platelets. human platelet-rich plasma, SFLLRN dense granule ATP release, luminescence. 0.22% of 300,000 active. inhibition, %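 (compounds screened at 7.5 µM in platelet-rich plasma)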;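 active = mean replicate score, as percent of positive control, at or above 50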
IEC-6 tox: counter-screen for KLF5 inhibitors: cytotoxicity in IEC-6 cells. IEC-6 cytotoxicity, luminescence viability. inhibition, % at 5 µM. 0.78% of 290,000 active; in the data active = inhibition above about 22%;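 note: 0% = plate median of test compound wells and 100% = cytotoxic reference compound wells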
HSF1 inhib: HSF1 inhibition. activity change, negative = inhibition, % at 7.5 µM (by protocol). 0.77% of 300,000 active. NIH3T3-HGL HSE-luciferase, MG132-induced, luminescence 8 h; stronger effect = lower value. AID 2098;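 active = more than half of replicate wells show activity change below -50%, luminescence cut by over half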;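 note: luciferase reports HSF-1 transcriptional activity via heat shock element; 0% = median of DMSO wells and -100% = zero luminescence signal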
AI-2 QS mod: modulators of Vibrio harveyi AI-2 quorum sensing system; Vibrio harveyi JMH597 AI-2 luminescence/OD600 ratio, 9 h; stronger effect = lower value; strain lacks LuxN and CqsS sensors; 0 = neutral-control median; activity change, % at 7.5 µM; 0.4% of 300,000 active; in the data active = activity change below about -75%, passing the limit was not always enough;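 note: luminescence divided by OD600 gain over 9 h not by final OD600 alone; inactives centre near 13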
HSF1 activator: increases HSF-1 driven luciferase reporter signal; NIH3T3-HGL HSF-1 luciferase reporter, MG132, 8 h; 100% = twice DMSO control signal; 1.7% of 300,000 active; AID 504408; activation, % at 9 µM;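 active = mean replicate activation of at least 50% with a set share of replicates each reaching 50%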;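 note: 0% = median of the neutral control wells and 100% = twice that signal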
HIF act: HIF pathway transcriptional activation; activation, % at 7.5 µM (by protocol); 0.32% of 300,000 active; U2OS HRE-luciferase reporter, luminescence; normalized: DMSO 0%, desferrioxamine 100%; AID 1910;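 active = mean activation of at least 10% of the iron chelator positive control signal, with at least half of replicates also reaching 10%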
KLF5 inhibitor: inhibitors of KLF5 expression; DLD-1 KLF5 promoter-luciferase reporter, luminescence; 0.23% of 290,000 active; inhibition, % at 5 µM;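 active = inhibition above a per-plate limit of that plate's mean compound inhibition plus 3 SD, cut at about 60% in these data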;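 note: 0% = DMSO wells and 100% = LY294002 at 200 µM; higher means less KLF5 promoter-driven luciferase light; inactives centre near -14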
Starred values were filed as active, the others as inactive; / = no result given.

no.	Structure	SKKanGAS inh	HSP90 inh	aSyn UTR inh	Platelet DG rel	IEC-6 tox	HSF1 inhib	AI-2 QS mod	HSF1 activator	HIF act	KLF5 inhibitor
1	COc1cc(/C=N/NC(=O)Cn2cnc3ccccc3c2=O)ccc1O	-15.4	2.4	4.3	-11.1	-1.0	1.6	-88.6*	5.7	-0.2	13.3
2	O=C1C(=O)N(CCc2c[nH]c3ccccc23)C(c2cccnc2)/C1=C(/O)c1ccccc1 (centres undefined)	-6.8	-0.9	-5.8	-2.3	0.8	/	44.7	/	0.0	-1.9
3	Cc1ccc2cccc(OCCCOc3ccccc3F)c2n1	19.2	-5.7	-73.6	7.4	-0.5	12.3	-19.2	8.2	1.4	-32.1
4	COC(=O)Nc1ccc(S(=O)(=O)N2CCCC(C(=O)Nc3cccnc3)C2)cc1 (centres undefined)	3.2	1.4	-12.9	-1.0	-2.8	10.7	122.3	7.6	-0.3	-56.9
5	CCCCCN(C(=O)NC(=O)Nc1ccccc1OC)S(C)(=O)=O	-2.1	4.2	-14.6	12.9	9.4	-4.9	5.0	7.1	-0.4	-10.4
6	O=C(COc1ccc(C(=O)O)cc1)Nc1cccc(C(F)(F)F)c1	2.5	2.9	-9.6	2.6	4.2	-14.5	17.3	-8.0	-0.4	-3.6
7	CC(C)c1cc(C(=O)O)n(-c2ccccc2)n1	-1.5	-1.0	29.1	8.3	-6.3	-9.7	21.0	-6.2	-0.2	-0.5
8	O=C(/C=C/c1ccc(Cl)c([N+](=O)[O-])c1)NCc1cccnc1	7.3	-0.2	-30.8	2.5	-0.5	-7.6	26.0	0.5	-0.1	-46.8
9	CCc1ccccc1NC(=O)CN(C)C(=O)CSc1nnc(Nc2cccc(C)c2C)s1	0.5	-0.3	-17.6	-4.6	-1.1	14.7	18.8	4.6	0.7	-16.7
10	O=C(Nc1ccc2ccccc2c1)c1cn(-c2ccccc2)nc1-c1cccs1	15.4	-1.3	-30.4	6.6	-0.7	2.4	6.9	28.4	0.9	-15.0
11	COC(=O)COc1ccc(-c2ccccc2)cc1C=O	-2.8	-3.5	-20.0	-0.5	6.2	-16.0	38.1	-3.2	0.2	-8.9
12	O=C(/C=C/c1ccc2c(c1)OCO2)N1CCCCC1	15.1	6.6	-132.4	-3.3	-0.7	29.4	-12.5	47.2	-19.9	-178.0
13	Cc1nc2ncnn2c(C)c1CCC(=O)NC(C)CCc1ccco1 (centres undefined)	0.8	-0.9	2.3	4.0	-3.4	-0.5	4.6	13.7	-0.4	-13.2
14	Cc1nn(CC(=O)NCc2ccc(-n3cccn3)cc2)c(C)c1[N+](=O)[O-]	-13.4	0.5	17.9	1.1	4.0	-6.4	-2.1	2.8	-3.9	3.3
15	CC(C)Oc1ccc(/C(O)=C2/C(=O)C(=O)N(CCN(C)C)C2c2cccs2)cc1 (centres undefined)	2.2	10.4	-37.7	-9.3	5.4	3.9	12.0	-0.9	2.0	-21.9
16	CCNC(=O)c1sc(=S)n(-c2ccc(C)cc2)c1N	2.6	0.0	-5.1	2.3	-0.4	14.4	26.6	31.7	0.4	-11.1
17	CCCCC1=CC2=C(c3ccco3)C(=O)C(C)(OC(=O)c3ccc(OC)cc3)C(=O)C2=CN1C1CCCCC1 (centres undefined)	1.7	/	-10.4	19.2	/	2.7	29.5	17.0	-0.6	/
18	COc1ccc(CNCC(O)(c2ccc(Cl)cc2)c2ccc(Cl)cc2)cc1	59.2*	0.2	22.6	-2.4	-1.8	-2.4	12.8	20.7	-0.1	-2.1
19	CCN1CCN(C(=O)CN(C)S(=O)(=O)c2cc(C)ccc2OC)CC1	-8.3	13.5	-34.5	-3.7	-0.8	-14.5	6.3	-10.5	0.0	2.3
20	O=S(=O)(c1ccc2[nH]ccc2c1)N1CCCCCC1	-5.3	-2.5	-2.4	9.1	3.0	-4.1	33.2	4.3	0.8	-53.1

Laid out differently: 2 of the compounds above
Fields: SKKanGAS inh | HSP90 inh | aSyn UTR inh | Platelet DG rel | IEC-6 tox | HSF1 inhib | AI-2 QS mod | HSF1 activator | HIF act | KLF5 inhibitor
[9] CCc1ccccc1NC(=O)CN(C)C(=O)CSc1nnc(Nc2cccc(C)c2C)s1
  0.5 | -0.3 | -17.6 | -4.6 | -1.1 | 14.7 | 18.8 | 4.6 | 0.7 | -16.7
[10] O=C(Nc1ccc2ccccc2c1)c1cn(-c2ccccc2)nc1-c1cccs1
  15.4 | -1.3 | -30.4 | 6.6 | -0.7 | 2.4 | 6.9 | 28.4 | 0.9 | -15.0

Down the list, from the results shown:
Nos. 12–15 in HSP90 inh: 6.6, -0.9, 0.5, 10.4
Nos. 12–15 in KLF5 inhibitor: -178.0, -13.2, 3.3, -21.9
Nos. 12–15 in Platelet DG rel: -3.3, 4.0, 1.1, -9.3

Following part
no.	Structure	SKKanGAS inh	HSP90 inh	aSyn UTR inh	Platelet DG rel	IEC-6 tox	HSF1 inhib	AI-2 QS mod	HSF1 activator	HIF act	KLF5 inhibitor
21	O=C(Nc1cccc2ncccc12)c1ccco1	-0.4	5.0	-4.4	-0.6	2.2	-4.7	21.3	4.0	-0.1	-29.4
22	COc1ccccc1N1CC(O)=C(c2nc3ccccc3s2)C1=N	25.3	-2.1	-14.5	-0.3	1.3	-4.5	8.5	7.0	0.4	-5.1
23	CC1CC(NC(=O)c2c(O)nc3sccn3c2=O)CC(C)(C)C1 (centres undefined)	50.1*	/	11.0	11.4	/	-2.0	66.7	-13.1	-0.2	/
24	COC(=O)[C@H](C)NC(=O)NCCC1=CCCCC1	-2.9	-1.3	3.1	11.5	-3.4	-42.4	23.2	-55.8	2.1	-37.9
25	CCOC(=O)C(=NCCCN(C)C)NNc1ccc(Br)cc1	-10.3	-1.0	-7.7	-8.3	-1.8	8.2	11.5	8.8	-0.2	-35.2
26	CN(C)c1ccc(CNCc2cccnc2)cc1	-3.0	/	1.5	-7.5	/	-4.8	12.7	-12.4	0.3	/
27	CC(Cl)C(=O)N1c2ccccc2CCc2ccccc21 (centres undefined)	2.7	-0.8	-15.2	-6.6	-0.9	-2.9	6.4	-2.7	2.1	-49.1
28	O=C(CSc1nnc(CNC(=O)c2c(F)cccc2Cl)o1)NCc1ccc(F)cc1	-7.3	2.6	-1.8	-10.7	6.7	-1.8	-7.7	8.1	-0.2	-16.8
29	CC(=O)c1cccc(N(C(=O)c2ccccn2)C(C(=O)NC2CCCCC2)c2cccs2)c1 (centres undefined)	-5.5	1.9	0.5	0.2	2.7	2.3	7.5	-3.6	0.3	-21.5
30	COc1ccc(OC)c(C2C3=C(COC3=O)Nc3cc4c(cc32)OCO4)c1 (centres undefined)	4.9	-1.5	88.9*	9.0	93.8*	0.5	28.1	4.5	0.0	88.0*
31	C/C(=N\NC(=S)Nc1c(C)cccc1C)c1ccc(OC(F)F)cc1	12.9	-0.8	4.3	11.2	0.0	1.6	0.6	-8.5	0.0	-14.4
32	CC1(C)Cc2c(cnn2-c2ccccc2)C(NC(=O)CCN2CCCC2=O)C1 (centres undefined)	-0.1	-7.2	-0.1	0.0	-6.3	-4.5	7.5	2.4	-0.2	-1.2
33	CCS(=O)(=O)N1CCC(C(=O)NCCN2CCOCC2)CC1	0.3	0.4	22.9	-10.1	2.6	1.0	23.1	3.1	0.9	-21.4
34	CC(C)CN1C(=O)N(c2ccc(Cl)cc2)C(C)(O)CC1(C)C (centres undefined)	2.3	-0.3	15.6	3.2	-7.5	-4.1	6.2	2.2	-1.5	-23.6
35	CCCN(C(=O)c1ccc(N2CCCC2=O)cc1)c1c(N)n(Cc2ccccc2)c(=O)[nH]c1=O	3.7	/	11.5	/	/	-2.5	-4.8	-7.3	-0.6	/
36	CCOC(=O)c1[nH]cnc1C(=O)NC(C)C	-0.5	0.3	16.4	0.9	4.6	1.3	8.0	5.0	-0.4	-3.1
37	Cc1c(C)c2ccc(OCC(=O)NC3CCN(Cc4ccccc4)CC3)cc2oc1=O	-1.5	2.8	0.0	-6.0	-2.2	7.1	9.9	-3.4	0.1	-11.0
38	Cc1ccc(-n2c(=O)c3c4c(sc3n(Cc3cc(=O)n5ccccc5n3)c2=O)CCC4)cc1C	5.6	-3.9	-16.7	1.4	0.8	-3.9	27.1	12.9	-0.5	-23.7
39	CCCOc1nc2c(c(=O)n(C)c(=O)n2C)n1CCC	-1.9	3.3	31.7	-6.2	4.1	-10.3	-1.1	1.9	-0.2	-5.8
40	CCN(CC)C(=O)CN1C(=O)/C(=C/c2ccccc2)SC1=S	6.1	6.5	-25.0	-4.6	4.0	-57.5*	18.2	-68.4	-0.8	-44.1

Limited to aSyn UTR inh, AI-2 QS mod and HSF1 inhib, for four of the compounds above:
cpd | SMILES | aSyn UTR inh | AI-2 QS mod | HSF1 inhib
18 | COc1ccc(CNCC(O)(c2ccc(Cl)cc2)c2ccc(Cl)cc2)cc1 | 22.6 | 12.8 | -2.4
19 | CCN1CCN(C(=O)CN(C)S(=O)(=O)c2cc(C)ccc2OC)CC1 | -34.5 | 6.3 | -14.5
20 | O=S(=O)(c1ccc2[nH]ccc2c1)N1CCCCCC1 | -2.4 | 33.2 | -4.1
21 | O=C(Nc1cccc2ncccc12)c1ccco1 | -4.4 | 21.3 | -4.7

Next section.
no.	Structure	SKKanGAS inh	HSP90 inh	aSyn UTR inh	Platelet DG rel	IEC-6 tox	HSF1 inhib	AI-2 QS mod	HSF1 activator	HIF act	KLF5 inhibitor
41	COc1ccc(C2CC(c3ccccc3)n3nc(NC(=O)c4cccs4)nc3N2)cc1 (centres undefined)	45.8	3.0	18.2	3.7	0.8	8.3	20.4	7.3	0.3	-6.3
42	Cc1ccccc1NC(=O)C(C)OC(=O)CCC(=O)N(CC(C)C)c1c(N)n(CC(C)C)c(=O)[nH]c1=O (centres undefined)	9.5	/	-2.8	-1.7	/	-4.3	21.6	-9.0	1.4	/
43	CCC(COC(=O)Nc1cccc(C)c1C)NC(=O)OCC(C)C (centres undefined)	10.3	-3.8	6.3	6.1	3.0	13.4	4.3	28.5	-0.2	-18.7
44	Cc1ccc(N2CC(O)Cn3c2nc2c3c(=O)[nH]c(=O)n2C)cc1 (centres undefined)	-1.2	1.5	15.8	-3.7	-2.4	-7.0	1.7	-4.5	-0.3	-27.1

Shown as a hit in aSyn UTR inh, among the entries above:
item	canonical_smiles	HSP90 inh	aSyn UTR inh	Platelet DG rel	HSF1 inhib	AI-2 QS mod	HSF1 activator	KLF5 inhibitor
30	COc1ccc(OC)c(C2C3=C(COC3=O)Nc3cc4c(cc32)OCO4)c1 (centres undefined)	-1.5	88.9*	9.0	0.5	28.1	4.5	88.0*

Screening results deposited in PubChem by several laboratories.
